RORg inh = ROR gamma (mouse) transcription inhibition; Drosophila S2 Gal4-RORgamma UAS-luciferase reporter, 20 h; actives 5.4% (n = 310,000); Potency, µM (doses to about 53.6 µM), without a hit: at the top dose activity change, negative = inhibition, actives largely listed as inhibitors; further: on the % scale 0 is the no-effect control and ±100 the full control effect; nearly all actives have a fitted effect of over 60% in size
Target sequence (P51450 whole entry, looked up, the tested form may be a part): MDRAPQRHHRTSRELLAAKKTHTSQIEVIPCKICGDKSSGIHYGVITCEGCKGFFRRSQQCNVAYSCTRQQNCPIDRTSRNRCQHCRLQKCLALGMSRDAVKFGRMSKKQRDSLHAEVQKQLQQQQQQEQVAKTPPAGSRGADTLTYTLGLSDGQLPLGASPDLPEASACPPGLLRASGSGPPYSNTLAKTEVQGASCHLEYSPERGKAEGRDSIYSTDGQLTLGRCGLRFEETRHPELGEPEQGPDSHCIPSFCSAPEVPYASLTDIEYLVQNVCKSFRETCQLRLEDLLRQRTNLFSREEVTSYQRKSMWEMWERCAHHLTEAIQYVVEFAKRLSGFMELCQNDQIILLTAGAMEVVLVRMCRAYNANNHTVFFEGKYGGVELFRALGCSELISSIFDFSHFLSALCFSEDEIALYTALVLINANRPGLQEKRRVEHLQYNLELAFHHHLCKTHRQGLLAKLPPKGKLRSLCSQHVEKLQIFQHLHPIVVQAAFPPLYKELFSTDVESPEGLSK
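Luciferase reporter read in Schneider cells carrying Gal4-RORγ (mouse) and UAS-Photinus luciferase; cells given compound 1 h before 700 uM copper sulfate induction, then incubated 20 h at ambient temperature.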
MBNL1-CUG inh = MBNL1-poly(CUG) RNA binding inhibition; Potency, µM (series often up to 57.5 µM), for inactives: at the top dose activity change, negative = inhibition, hits mostly inhibitors; TR-FRET MBNL1-His/biotin-(CUG)12 binding, 665/545 ratio; actives 0.036% (n = 280,000); AID 2675; active means well fitted inhibition curve with a large enough effect in the signal ratio, with a control signal flat, not every such curve was filed as active; inconclusive means small, poorly fitted or top-dose-only effect, or effect the other way, or a change in a side signal; inactive means no such curve, though single readings can be large or run the other way; the % refers to the signal ratio; further: on the % scale 0 is the no-effect control and ±100 the full control effect
Target sequence (Q9NR56 whole entry, looked up): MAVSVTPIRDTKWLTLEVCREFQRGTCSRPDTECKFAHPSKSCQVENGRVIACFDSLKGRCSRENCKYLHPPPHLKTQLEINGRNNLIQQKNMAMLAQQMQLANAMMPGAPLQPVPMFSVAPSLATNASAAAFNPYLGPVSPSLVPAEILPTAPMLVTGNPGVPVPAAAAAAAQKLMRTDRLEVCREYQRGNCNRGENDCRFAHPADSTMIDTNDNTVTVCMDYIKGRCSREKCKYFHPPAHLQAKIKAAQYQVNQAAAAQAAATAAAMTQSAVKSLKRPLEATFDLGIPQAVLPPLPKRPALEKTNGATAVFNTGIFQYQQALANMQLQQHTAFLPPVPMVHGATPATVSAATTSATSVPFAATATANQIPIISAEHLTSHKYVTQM
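His-tagged MBNL1 binding to biotinylated (CUG)12 RNA was measured by TR-FRET using terbium anti-His antibody (0.055 ng/ul final) and streptavidin-XL665 (5 nM final). Compounds were titrated 92 nM to 58 uM; 60 min at room temperature.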
FLuc counter = counter-screen for miR-21 project: firefly luciferase inhibitors or activators. Potency, µM (highest dose often 57.5 µM), for the others: at the highest dose activity change, negative = inhibition, hits mostly inhibitors. purified FLuc, Km substrates, luminescence inhibition. P08659. AID 588342. actives 6.9% (n = 360,000);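 further: plate controls were vehicle for no effect and reference inhibitor for full effect; nearly all actives have a fitted effect of over 55% in size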
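Purified P. pyralis luciferase (10nM final) with 10uM D-luciferin and 10uM ATP (Km levels) in 50mM Tris acetate pH 7.5, 10mM Mg acetate, 0.01% Tween-20, 0.05% BSA; qHTS 6-point titration, ~60 µM downward; luminescence read.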
VP16 counter = counter-screen for ROR gamma inhibitors: Gal4-VP16 reporter; Drosophila S2 Gal4-VP16 UAS-luciferase, luminescence, 20 h; Potency, µM (top dose mostly 53.6 µM), for inactives: at the top dose activity, negative = inhibition, hits mostly inhibitors; actives 3.5% (n = 310,000);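 further: Gal4-VP16 expression switched on by copper sulfate through the metallothionein promoter; on the % scale 0 is the no-effect control and ±100 the full control effect; nearly all actives have a fitted effect of over 50% in size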
Rab9 prom act = Rab9 promoter activation. Huh7 Rab9 promoter-luciferase reporter, luminescence, 24 h. Potency, µM (doses to about 9.22 µM), for inactives: at the top dose activation, negative = inhibition, hits mostly activators. actives 2.8% (n = 320,000). AID 485297; further: % of control where 0% means no effect; nearly all actives have a fitted effect of over 60% in size
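Luciferase signal after 10 min detection reagent at ambient indicates Rab9 promoter upregulation; stably transfected Huh7 cells were treated 24 h with compound in DMSO at 37 °C, 5% CO2.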
ELG1 genotox = genotoxicity induction in ELG1-luciferase HEK293T cells; actives 1.3% (n = 330,000); AID 504466; HEK293T ELG1-luciferase reporter, luminescence, 16 h; Potency, µM (highest dose often 46 µM), without a hit: at the top dose activity change, positive = activation, usual class: activators; further: % of control where 0% means no effect; nearly all actives have a fitted effect of over 60% in size
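Quantitative HTS format in 1536-well plates. HEK293T ELG1-luciferase reporter cells receive test compound and are incubated 16 hr at 37 °C, 5% CO2; ONE-Glo added, 30 min room temperature, then luminescence read.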
p53 reactivation = re-activators of mutant p53; Potency, µM (highest dose often 92.2 µM), without a hit: at the highest dose activity change, positive = activation, hits mostly activators; actives 0.063% (n = 320,000); AID 504706; H1299 p53-A138V BP100-luciferase reporter, luminescence, 24 h; further: % of control where 0% means no effect; nearly all actives have a fitted effect of over 45% in size
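H1299 (p53-null), stable ts p53-A138V + BP100-Luc; 1000 cells/well, Opti-MEM/10% FBS; cpd 4 pt, 1:5; 24 h, 37 deg C, 5% CO2; detection reagent 10 min RT; luminescence.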
BRCA1 expr up = activators of BRCA1 expression; MCF7-BRCA1-FFLuc reporter, luminescence, 48 h; response scale: scaled: vehicle 0%, 10 µM genistein 100%; Potency, µM (doses to about 46.1 µM), without a hit: at the top dose activation, most hits filed as activators; actives 1.1% (n = 380,000); further: nearly all actives have a fitted effect of over 80% in size; some results filed as inactive show a strong effect at the top dose
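Luminescence from a BRCA1-driven firefly luciferase in MCF7 cells was read after 48 h compound exposure at 37 C. Data normalized against DMSO and a 10microM genistein activation control, then curve-fitted across the titration.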
uPA generation = blocks generation of uPA at the cell surface; AID 540303; Potency, µM (top dose mostly 38.3 µM), for inactives: at the highest dose activity change, negative = inhibition, hits mostly inhibitors; actives 0.31% (n = 330,000); cell surface uPA generation assay, qHTS; active means well fitted inhibition curve with a large enough effect; inconclusive means small, poorly fitted or top-dose-only effect; inactive means no such curve, though single readings can be large or run the other way; tested in mouse RAW 264.7 cells; further: on the % scale 0 is the no-effect control and ±100 the full control effect; nearly all actives have a fitted effect of over 55% in size
NPC1 promoter act = NPC1 promoter activation; Huh7 NPC1 promoter luciferase reporter, 24 h; Potency, µM (titrated, usually from 9.22 µM), for the others: at the highest dose activation, usual class: activators; actives 2.4% (n = 320,000);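 further: % of control where 0% means no effect; nearly all actives have a fitted effect of over 60% in size; reporter is driven by a mutant NPC1 promoter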
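Stable NPC1-promoter luciferase Huh7 line; cpd (DMSO) 24 h, 37 °C, 5% CO2; Amplite luciferase reagent 10 min RT; luminescence readout. qHTS format.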
The depositor's hits bear a star; ? = inconclusive; / = no result given; [ ] = remark or other dose. Unless noted, the call rests on the fitted dose curve; in most records, active means well fitted curve in the direction sought with a large enough effect; inconclusive means small, poorly fitted or top-dose-only effect, or another doubt; inactive means no such curve, though single readings can be large; an effect the other way counts as inactive or inconclusive. Potency means the concentration at half of the fitted maximal effect. No enrichment for hits. About 13% of those tested had a hit in this group.

SMILES	RORg inh	MBNL1-CUG inh	FLuc counter	VP16 counter	Rab9 prom act	ELG1 genotox	p53 reactivation	BRCA1 expr up	uPA generation	NPC1 promoter act
COc1ccc(C(=O)c2cnc3cc4c(cc3c2C)OCO4)cc1	?	0%	-7%	2%	-4%	0%	-1%	29%	3%	-1%
CCC(=O)Nc1nnc(Cc2ccccc2)s1	32%	0%	10%	?	8%	-1%	1%	6%	0%	0%
CC(=O)c1ccc(NC(=O)Cn2cnc(S(=O)(=O)N3CCOCC3)c2)cc1	-20%	-3%	-2%	-1%	0%	1%	-2%	7%	6%	-3%
COC(=O)c1ccc(NC(=S)Nc2ccccn2)cc1	1µM*	?	?	1µM*	1.8µM*	?	?	93%	-1%	2.8µM*
O=C(NCCc1ccc(Cl)cc1Cl)c1cncc(Br)c1	29%	-5%	-3%	0%	2%[1.84 µM]	-4%	-3%	-6%	-8%	-5%
COc1ccc(-c2ccnc(SCC(=O)N3CCOCC3)n2)cc1	0%	5%	?	6%	2%	3%	16%	31%	-12%	-4%
C[C@H](CO)N1C[C@H](C)[C@@H](CN(C)S(=O)(=O)c2cccs2)Oc2ccc(NC(=O)NC3CCCCC3)cc2C1=O	/	/	/	/	/	0%	0%	0%	8%	/
CCOc1cc(/C=N/NC(=O)C(C)Sc2ccccc2)ccc1O (stereo not given)	41%	9%	5%	1%	-3%	-9%	1%	-9%	6%	-6%
O=C(NC1CCCCC1)C1CCC(CNS(=O)(=O)c2ccccc2)CC1 (stereo not given)	2%	-11%	-1%	0%	-5%	0%	3%	-1%	11%	-4%
O=C(NCc1ccc2[nH]c3c(c2c1)CCCC3)N1CCOCC1	-1%	3%	-10%	-1%	10%	0%	-10%	/	/	5%
Cc1ccc(C2Nc3ccccc3C(=O)N2CCCN2CCOCC2)cc1 (stereo not given)	21%	0%	5%	16%	0%	-1%	-3%	-28%	-3%	-3%
O=C(COC(=O)c1cccnc1Cl)NCCC1=CCCCC1	8%	-1%	-6%	-6%	-2%	2%	-1%	-1%	/	-4%
COC(=O)c1ccc(C(=O)OCc2nc3cc4ccccc4cc3[nH]2)cc1	-31%	-3%	-11%	?	17%	11%	13%	27%	1%	4%
COc1cccc(-c2nc(CSCC(=O)N3CCc4ccccc43)c(C)o2)c1	-23%	-6%	?	-8%[0.365 µM]	2%	?	6%	-24%	/	0%
O=C1C=C(O)c2c(O)cccc2C1=O	1%	?	-11%	-3%	18%	-1%	-1%	/	/	6%
CN=C(Nc1ccccc1)SC1CC(=O)N(c2cccc(OC)c2)C1=O (stereo not given)	-22%	-9%	5%	-1%	3%	-5%	0%	-2%	14%	0%
O=[N+]([O-])c1ccccc1/C=N\N1CCN(c2ccccc2)CC1	30%	?	?	-1%	?	7%	10%	31%	-4%	24%
COc1ccc(/C=C2\SC(=O)N(CC(=O)NNC(=O)c3ccccc3O)C2=O)cc1OC	25%	?	-17%	?	5%	0%	-1%	-1%	-7%	2%
O=C(NC1CCCCC1)c1cc2ccccc2cc1O	26%	/	17µM*	-3%	22%	4%	10%	56%	-1%	?
O=C1CCC2(CC1)NC(=O)N(c1ccccc1)N2	-12%	/	-2%	6%	0%	11%	8%	-2%	1%	12%
COc1ccc(OCCC(=O)OCC(=O)NCc2ccc(F)cc2)cc1	-11%	-13%	-12%	-1%	-6%	0%	2%	-8%	4%	-5%
C=CCn1c(-c2cccs2)nc2ccccc21	-14%	14%	?	-2%	11%	13%	3%	48%	0%	6%
O=C(Oc1ccc(OC(=O)N2CCCCC2)cc1)N1CCCCC1	2%	6%	3%	15%	4%	8%	5%	/	/	-2%
O=C(CSc1nnc(-c2cccc(S(=O)(=O)N3CCCC3)c2)n1-c1ccccc1)Nc1cccc(C(=O)O)c1	-4%	-9%	4%	1%	1%	-1%	0%	11%	16%	1%
CC1CCN(C(=O)CN(C2CCCCC2)S(C)(=O)=O)CC1	-7%	-1%	11%	-8%	2%	2%	?	4%	-1%	0%
CC(CN1CCOCC1)OC(=O)C(C)(c1ccccc1)c1ccccc1 (stereo not given)	40%	7%	1%	2%	1%	-3%	-13%	-6%	4%	-2%
CNc1nc(SC)nc(N2CCOCC2)n1	24%[0.365 µM]	5%	-3%	/	-6%	5%	-2%	-11%	-8%	-6%
CCOc1cccc2sc(NC(=O)c3ccc(Br)s3)nc12	18%	17%	2.7µM*	?	16%	-1%	4%	-11%	9%	19%
O=C1CN(C(=O)CNC(=O)c2ccccc2Cl)c2ccccc2N1	-2%	2%	-2%	11%	0%	-3%	-4%	-12%	1%	-7%
O=C1CCCC2=C1C(c1ccccc1O)C1=C(CCCC1=O)O2	-9%	6%	0%	2%	0%	-1%	8%	-21%	6%	4%
Cc1cccc(NC(=O)c2c(-c3ccccc3)noc2C)n1	18%	-4%	-1%	-1%	1%	1%	-4%	6%	1%	-1%
NC(=O)C1CCN(C(=O)CCC(=O)c2ccc(Br)cc2)CC1	4%	1%	1%	-1%	-6%	2%	8%	0%	3%	2%
O=c1[nH]c(NCCO)nnc1Cc1ccccc1	-2%	-3%	1%	-6%	-1%	-2%[9.26 µM]	-4%	6%	11%	1%
C=CCc1c(C)nc(-c2ccccc2)nc1N/N=C(\C)c1ccc(N)cc1	?	3%	12µM*	25%	-17%	-1%	14%	22%	1%	-5%
COc1ccc(/C=N/n2c(-c3ccc(C)cc3)n[nH]c2=S)cc1OC	3.2µM*	2%	3%	-12%	-3%	?	-2%	-2%	-9%	1%
O=C1CC(c2ccco2)CC(O)=C1C=NCC1NCCc2ccccc21 (stereo not given)	-54%	11%	2%	-25%	-3%	-2%	0%	-52%	4%	-1%
COc1ccc(C(C)(C)C)cc1NC(=O)COC(=O)c1cc(SC)ccc1Cl	?	-6%	4%	-2%	-1%	0%	-6%	-47%	14%	2%
CSc1nc(=NC(C)=O)ss1	3.2µM*	-5%	9%	-19%	-1%	7%	?	-2%	-3%	-1%
Cn1c(NCc2ccco2)nc2c1c(=O)n(Cc1ccc(Cl)cc1)c(=O)n2C	10%	5%	-2%[2.3 µM]	?	-1%	-6%	2%	-90%	-8%	-3%
CCCOc1ccc2oc(=O)c3c(c2c1)CCCN3C(=O)CN1CCc2ccccc2C1	-10%[10 µM]	21%	3%	-18%	2%	-3%	12%	-66%	-7%	8%
C[C@H]1CN([C@@H](C)CO)C(=O)c2cccc(NC(=O)C3CC3)c2O[C@H]1CN(C)Cc1ccc(C(F)(F)F)cc1	/	/	/	/	/	0%	-4%	0%	-16%	/
CC(=O)N1CCN(C(=S)c2ccc(N(C)C)cc2)CC1	-18%	-8%	-2%	9%	-4%	2%	-15%	18%	6%	-2%
CC(C)C(=O)Nc1cc2c(cc1C(=O)c1ccccc1)OCCO2	11%	0%	2%	-2%	-5%	-2%	9%	-8%	10%	2%
Brc1ccc2[nH]c3c(N4CCc5ccccc5C4)ncnc3c2c1	-20%	17%	-18%	6%	-11%	?	12%	-69%	-11%	0%
Cc1ccc(NC2=C(Cl)C(=O)OC2OC(=O)c2ccco2)cc1 (stereo not given)	11µM*	9%	2%	-19%	4%	-3%	13%	0%	-12%	-4%
COCCNc1nc(N)c([N+](=O)[O-])c(NC2CCCCC2)n1	-11%	7%	4%	-6%	1%[1.84 µM]	11%	1%	-31%	-6%	-15%
CCOc1ccc(-c2cc(CCCC(=O)N3CCN(c4ccc(OC)cc4)CC3)no2)cc1	10%	-5%	?	-15%	-1%	0%	-12%	-21%	3%	0%
COc1ccc(C(CNC(=O)c2ccc(NS(=O)(=O)c3cccc([N+](=O)[O-])c3)cc2)N2CCOCC2)cc1 (stereo not given)	15%	?	-1%	-8%	6%	2%	-8%	-11%	-16%	3%
CCOC(=O)N1CCC(NC(=O)CCS(=O)(=O)c2ccc3c(c2)CCN3C(C)=O)CC1	11%	14%	4%	0%	-10%	0%	8%	-7%	3%	-4%
COCCN(C(=O)CSc1n[nH]c(-c2ccccc2)n1)c1c(N)n(CC(C)C)c(=O)[nH]c1=O	/	/	-18%	/	-4%	1%	17%	24%	1%	4%
O=C(O)c1ccc(COc2ccccc2/C=C2\NC(=O)N(Cc3ccccc3)C2=O)cc1	23%	?	-16%	0%	1%	4%	-7%	-41%	-3%	-5%
O=C(c1cc(-c2ccncc2)nc2ccc(Br)cc12)N1CCN(c2ccccn2)CC1	16%	1%	17µM*	-8%	/	/	/	-3%	3%	/
O=C(NCCCN1CCOCC1)c1cc2c([nH]c3ccccc32)c(-c2cccc(Br)c2)n1	0%	-16%	5%	?	-2%	-12%	/	-47%	?	-1%
O=C(COc1ccccc1Cl)Nc1ccc(N2CCN(C(=O)c3ccccc3)CC2)cc1	?	-1%	0%	-29%	-7%	-22%	-53%[inhibitor]	-40%	12%	-11%
Cn1c(=O)c2c(nc(SCC(=O)OCc3ccccc3)n2C)n(C)c1=O	-13%	-14%	0%	0%	-5%	0%	1%	1%	6%	2%

Just FLuc counter (2 entries from above):
compound | FLuc counter
O=C(NCCCN1CCOCC1)c1cc2c([nH]c3ccccc32)c(-c2cccc(Br)c2)n1 | 5%
CCOC(=O)N1CCC(NC(=O)CCS(=O)(=O)c2ccc3c(c2)CCN3C(C)=O)CC1 | 4%

Assay outcomes: PubChem, National Center for Advancing Translational Sciences (NCATS)
